GPR55 antagonists = inhibition of LPI-stimulated GPR55 beta-arrestin translocation – imaging, U2OS, beta-arrestin-GFP, LPI agonist, primary screen (AID 2013). U2OS GPR55 beta-arrestin-GFP translocation imaging, LPI antagonism; higher % means a stronger effect. inhibition, % at 10 µM, or IC50 in µM where a hit was titrated. 0.13% of 290,000 active;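 active = spots per cell inhibited over 60%, with over 100 cells counted and total cytoplasm intensity under 500,000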;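 note: U2OS cells stably carrying GPR55 and arrestin-GFP stimulated by 5 µM LPI near EC80; imaged beta-arrestin-GFP aggregate spots per cell after agonist stimulation; plate controls were LPI-stimulated DMSO wells for no effect and DMSO wells without LPI for full effect; some results filed as inactive read as strong as hits; confirmed hits need IC50 under 10 µM and bright autofluorescent wells are also inconclusive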
AID2073 = disruptors of CaV2.2 binding to Mint1 – biochemical, HTRF (AID 2073); HTRF protein-protein interaction, Mint1-CaV2.2; higher % means a stronger effect; one-dose inhibition, % at 20 µM; IC50 in µM for titrated hits; 0.19% of 290,000 active; in the data active = inhibition mostly above about 51%, no sharp cut-off; note: some results filed as inactive read as strong as hits
GPR35 arrestin U2OS = GPR35 antagonists blocking zaprinast-driven arrestin recruitment, primary screen, imaging, U2OS, beta-arrestin-GFP, zaprinast agonist (AID 2058) | U2OS GPR35 beta-arrestin-GFP translocation imaging, zaprinast antagonism; higher % means a stronger effect | inhibition, % at 10 µM, or IC50 in µM where a hit was titrated | 0.052% of 290,000 active;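 active = inhibition of at least 50% with at least 30 cells and total cytoplasm GFP at most 10,000,000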
GPR55 activation = selective activators of receptor GPR55 – imaging, U2OS cells, beta-arrestin-GFP redistribution, primary screen (AID 1961). U2OS GPR55 beta-arrestin-GFP redistribution imaging; higher % means a stronger effect. 0.048% of 290,000 active. one-dose activation, % at 10 µM; EC50 in µM for titrated hits;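 active = activation above 40% with more than 50 cells counted in the well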;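 note: U2OS osteosarcoma cells stably expressing GPR55 and beta-arrestin-GFP; plate controls were DMSO negative control for no effect and LPI positive control for full effect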
HIV peptide binding = inhibitors of HIV fusion peptide binding, primary screen, biochemical, uHTS, fluorescence dequenching (AID 1986) | cell-free peptide binding, fluorescence dequenching, 30 min; higher % means a stronger effect | one-dose inhibition, % at 20 µM; IC50 in µM for titrated hits | 0.3% of 290,000 active; in the data active = inhibition mostly above about 52%, no sharp cut-off; inactive = mostly below about 76%; note: some results filed as inactive read as strong as hits
Siah-1 displacement = blockers of Siah-1 interaction with plectin peptide – biochemical, fluorescence polarization, rhodamine-plectin, uHTS, primary screen (AID 1817). displacement, % at 20 µM; hits with a dose series show IC50 in µM. Siah-1 / rhodamine-plectin peptide fluorescence polarization; higher % means a stronger effect. 0.02% of 290,000 active;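 active = displacement of at least 50% at 20 µM, with a fluorescence ratio check between 0.3 and a set limit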;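 note: plate controls were Siah plus tracer with DMSO for no effect and tracer alone without Siah for full effect; strong numbers were not always called active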
NOD1 NF-kB reporter = NOD1 signaling inhibitors, primary screen, cell-based, luminescence, uHTS (AID 1578); NOD1-driven NF-kB luciferase reporter cells, luminescence; higher % means a stronger effect; one-dose inhibition, % at 4 µM; EC50 in µM for titrated hits; 1% of 290,000 active; in the data active = inhibition mostly above about 36%, no sharp cut-off; inactive = mostly below about 34%;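 note: HEK-293T reporter cells stimulated with the NOD1 agonist gamma-tri-DAP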
KOR beta-arrestin-1 = kappa opioid receptor blockers – cell-based, luminescence, uHTS (AID 1778); inhibition, % at 10 µM, or IC50 in µM where a hit was titrated; KOR beta-arrestin recruitment, luminescence, antagonist mode; higher % means a stronger effect; 0.091% of 290,000 active; in the data active = inhibition above about 50%; note: strong numbers were not always called active
KOR beta-arrestin-2 = KOR agonists, beta-arrestin recruitment, primary screen, cell-based, luminescence, uHTS (AID 1777) | KOR beta-arrestin recruitment, luminescence; higher % means a stronger effect | one-dose activation, % at 10 µM; EC50 in µM for titrated hits | 0.02% of 280,000 active; in the data active = activation above about 50%, passing the limit was not always enough; note: a part of the inactive calls stands beside numbers as strong as those of hits
An asterisk follows results filed as active; x = no result given; [ ] = another dose, or the depositor's remark. The list is partial, so the mix of outcomes need not match the whole.

No.	canonical_smiles	GPR55 antagonists	AID2073	GPR35 arrestin U2OS	GPR55 activation	HIV peptide binding	Siah-1 displacement	NOD1 NF-kB reporter	KOR beta-arrestin-1	KOR beta-arrestin-2
1	COc1cc(OC)c(NC(=O)CCNS(=O)(=O)c2cc(Br)cnc2N)cc1Cl	22.1%	-1.5%	-2.6%	-0.3%	-0.8%	0.7%	-9.0%	-6.2%	-4.0%
2	C=CCOc1c2ccc(C(=O)N(CC)c3ccc(OC)cc3)cc2nn1C	-3.9%	23.7%	3.2%	0.1%	-0.8%	11.1%	-6.2%	23.3%	-5.3%
3	CCOC(=O)/C=C/C(=O)Nc1ccccc1-c1ccccc1NC(=O)/C=C/C(=O)OCC	20.5%	-12.6%	-13.1%	-0.1%	0.7%	26.1%	5.2%	-15.7%	4.4%
4	O=C(COc1ccc2c(c1)OCO2)Nc1ccccc1F	1.7%	-5.6%	-18.0%	0.4%	1.1%	2.2%	-58.7%	-17.7%	26.2%
5	Cc1ccc(N/C=C/C(=O)c2ccco2)c(O)c1	-8.1%	-6.3%	-8.8%	-0.3%	-0.4%	3.3%	-5.1%	-3.6%	-1.6%
6	COC(=O)c1sc(-c2ccccc2)cc1NC(=O)c1ccc(F)cc1	7.1%	10.3%	-9.1%	-0.1%	-0.8%	11.1%	-39.4%	14.2%	-4.6%
7	CC1CCCC(C)N1C(=O)CSc1nc2c(c(=O)n(C)c(=O)n2C)n1C (configuration not stated)	10.0%	8.8%	3.5%	-0.2%	-1.1%	-0.4%	-1.0%	-14.5%	0.2%
8	Cc1c(NC(=O)COC(=O)CCc2c[nH]c3ccccc23)c(=O)n(-c2ccccc2)n1C	-3.1%	10.7%	1.8%	0.3%	0.0%	-2.6%	-3.4%	-14.1%	12.7%
9	Cc1ccc(CN2CCN(Cc3cccc4c3OCO4)CC2CCO)cc1 (configuration not stated)	1.3%	4.7%	-8.5%	-0.1%	1.9%	1.4%	-31.9%	11.2%	-1.0%
10	O=C(CSc1nnc(CNC(=O)c2cccs2)o1)Nc1ccccc1F	1.3%	-0.8%	2.7%	0.0%	-0.3%	-2.3%	-134.5%	-18.1%	8.5%
11	Cc1c(C)n(Cc2ccc(F)cc2)c2ccc(C(=O)N3CCN(c4ccccn4)CC3)cc12	88.2%	15.2%	0.6%	-0.1%	-1.7%	-10.5%	-7.3%	-9.5%	-1.4%
12	CSCCCN1CC[C@@H](N2CCN(c3ccccc3F)CC2)[C@H](O)C1	6.3%	-1.2%	-9.1%	-0.4%	-0.4%	-1.2%	-22.8%	-21.3%[20 µM]	4.5%
13	O=C(CNc1ccc(Cl)cc1)c1ccc(Br)cc1	5.3%	7.6%	2.3%	0.2%	2.1%	-3.8%	-22.2%	-10.0%	-1.1%
14	CCCCOCC(O)CCc1n[nH]c(=S)n1-c1ccccc1 (configuration not stated)	-6.1%	-1.6%	-2.6%	-0.1%	-0.2%	-3.8%	-13.9%	-18.1%	-1.6%
15	CCc1nc2nc(C)c(NS(=O)(=O)c3ccc(F)cc3)c(=O)n2[nH]1	-5.7%	7.8%	-4.1%	-0.2%	0.7%	-1.7%	21.4%	-32.7%	3.8%
16	COc1cccc2[nH]c3c(=O)n(CCCN4CCOCC4)cnc3c12	-5.2%	9.8%	-18.4%	-0.3%	1.2%	-3.1%	-8.3%	-32.6%	12.2%
17	O=C(CSc1nnc(-c2ccccn2)n1-c1ccc(Cl)cc1)Nc1ccc2c(c1)OCO2	-9.2%	-27.9%	3.7%	0.2%	0.3%	-5.1%	29.4%	4.9%	13.0%
18	COc1ccc(CCN(C)C(=O)C2CCN(Cc3cccc(OC)c3OC)CC2)cc1OC	7.5%	9.9%	-1.8%	-0.3%	0.2%	3.3%	-36.0%	-5.0%[20 µM]	2.2%
19	Cc1cc(NC(=O)COc2ccccc2)n(-c2ccccc2)n1	6.1%	2.7%	-4.7%	-0.2%	-2.6%	-0.5%	21.0%	41.2%	1.4%
20	COc1ccc(OC)c(S(=O)(=O)N2CCN(c3ncccn3)CC2)c1	4.4%	4.1%	-1.8%	-0.3%	-0.8%	1.0%	-15.2%	-7.4%	-0.5%
21	Nc1c(C2=NCCO2)nnn1Cc1ccccc1	3.2%	-0.7%	9.8%	0.0%	-0.3%	1.7%	-8.3%	-3.0%	0.2%
22	COCCOC(=O)C1=C(C)NC(=O)NC1c1cccs1 (configuration not stated)	-4.6%	21.6%	9.5%	-0.3%	1.1%	-1.5%	x	-26.9%	5.9%
23	O=C(c1n[nH]c2ccccc12)N1CCN(S(=O)(=O)c2ccc3ccccc3c2)CC1	7.3%	38.5%	-23.6%	-0.2%	1.8%	-5.4%	19.9%	-65.8%	6.8%
24	Nc1nc(N)c(N=Nc2ccc(S(N)(=O)=O)cc2)c(=O)[nH]1	8.8%	13.6%	12.1%	0.8%	1.3%	1.1%	-6.0%	6.9%	4.0%
25	CCN(CC(=O)NCc1ccc(Cl)cc1)CC(=O)NC1(C#N)CCCC1	1.5%	8.8%	18.1%	0.3%	0.0%	-3.3%	-29.7%	-41.4%	3.8%
26	OCCCNc1nc(-c2ccccc2)nc2c1oc1ccccc12	-0.7%	3.0%	12.3%	-0.1%	-1.9%	13.2%	-5.8%	-0.2%	4.6%
27	O=C(Nc1ccccc1N1CCCC1)c1ccc2ccccc2c1	4.9%	-11.6%	28.2%	-0.1%	0.8%	0.4%	-6.9%	-47.8%	5.9%
28	COc1ccc(CNC(=O)C2CCC(=O)N2C(C)C)c(OC)c1 (configuration not stated)	8.0%	-4.5%	-21.1%	-0.2%	-1.2%	5.5%	-1.0%	24.2%	0.7%
29	CCOC(=O)c1cn2nc(Oc3ccc(C#N)cc3)ccc2n1	8.4%	-6.5%	-5.5%	-0.2%	-0.7%	0.3%	-5.4%	-2.7%	1.2%
30	O=c1[nH]c2ccc(S(=O)(=O)NCCO)cc2[nH]1	6.1%	10.3%	-4.3%	0.3%	0.7%	2.2%	-38.9%	-0.7%[20 µM]	-0.4%

Additional compounds follow:
No.	canonical_smiles	GPR55 antagonists	AID2073	GPR35 arrestin U2OS	GPR55 activation	HIV peptide binding	Siah-1 displacement	NOD1 NF-kB reporter	KOR beta-arrestin-1	KOR beta-arrestin-2
31	CC(C)(C)N(NS(=O)(=O)c1ccc(F)cc1)c1ccccc1	-2.9%	46.9%	-5.1%	0.6%	-0.9%	2.9%	-0.1%	-23.7%	-1.0%
32	CCc1cc2c3c(c(=O)oc2cc1O)CCCC3	7.3%	25.4%	6.5%	0.0%	-4.3%	-3.0%	-9.6%	3.2%	-3.1%
33	Cc1csc(Nc2ccc(Cl)cc2)n1	0.9%	0.8%	3.6%	-0.1%	0.8%	4.9%	-69.8%	13.3%	4.3%
34	COc1ccccc1NC(=O)CN1CCN(CC(=O)Nc2cc(NC(C)=O)ccc2OC)CC1	-4.4%	27.8%	9.0%	-0.1%	3.2%	-1.2%	22.3%	-17.9%	14.8%
35	CCOC(=O)c1ccc(NC(=O)NCc2ccncc2)cc1	-8.1%	-1.5%	-8.2%	-0.1%	-0.7%	-3.3%	-17.3%	-47.6%	-2.3%
36	CS(=O)(=O)N(CC(=O)N1CCN(c2ccc(F)cc2)CC1)c1cccc(Cl)c1	4.2%	-2.0%	29.4%	0.0%	1.0%	-7.7%	7.4%	9.1%	1.8%
37	COc1ccc(OCCC(=O)c2ccc(OC)cc2)cc1	-2.7%	-9.6%	-0.3%	-0.1%	-0.4%	14.8%	-6.6%	1.6%	6.2%
38	O=C(N/N=C/c1cc(Br)ccc1O)c1cccc(N2CCCC2=O)c1	-5.8%	7.3%	-2.6%	0.4%	1.7%	12.2%	-27.0%	3.2%	3.1%
39	CCC(=O)N1c2ccc(S(=O)(=O)CCC(=O)Nc3ccc(OC)cc3OC)cc2CC1C (configuration not stated)	-6.3%	-18.3%	-3.6%	-0.1%	-2.8%	-6.2%	24.5%	19.6%	-4.8%
40	COc1ccc(C(=O)NCc2ccco2)cc1S(=O)(=O)N1CCOCC1	-13.9%	10.6%	7.0%	0.3%	1.2%	7.4%	-27.1%	-15.6%	-2.0%
41	COc1cccc(C(=O)COc2ccc(NC(=O)c3cccs3)cc2)c1	-6.9%	7.1%	0.3%	0.0%	-0.1%	-1.2%	-3.4%	-39.1%	2.0%
42	Cc1ccc(CC(=O)NCCC(=O)O)cc1	20.5%	-3.6%	15.4%	-0.2%	0.9%	3.1%	-7.8%	-9.4%	-6.4%
43	CC(C)(C)c1ccc(S(=O)(=O)NCC(=O)Nc2ccc(-c3nc4ccccc4s3)cc2)cc1	-1.9%	29.3%	0.2%	-0.2%	-2.0%	2.8%	-122.1%	7.2%	0.0%
44	Cc1cc(C(F)F)n2ncc(C(=O)NCc3ccccc3F)c2n1	-1.5%	4.6%	15.0%	-0.1%	1.5%	4.6%	-33.4%	-30.6%	4.8%
45	COc1ccc(-c2c(C(F)(F)F)oc3c(CN4CCN(C)CC4)c(O)ccc3c2=O)cc1	9.8%	8.1%	-11.7%	0.2%	-2.2%	8.9%	-13.6%	26.5%	-3.6%
46	COc1cc2c(cc1OC)C(C)N(C(=O)Cc1ccc(C(F)(F)F)cc1)CC2 (configuration not stated)	-7.3%	5.5%	10.7%	-0.1%	0.5%	9.1%	-13.0%	-11.7%	-3.1%
47	CCOc1ccc(CCNC(=O)CCc2nnc3ccc(N4CCCC4)nn23)cc1OCC	0.7%	4.3%	-0.8%	-0.3%	-2.1%	2.6%	-11.4%	9.9%[20 µM]	-7.8%
48	COc1ccc(-c2c(C)n([O-])c(C)c(C)[n+]2=O)cc1	7.4%	2.2%	-3.1%	-0.1%	1.0%	-0.3%	0.3%	-23.3%	-6.2%
49	Cc1ncc(CN2CCN(Cc3ccc(F)cc3)C(CCO)C2)s1 (configuration not stated)	21.0%	2.2%	7.2%	-0.1%	1.8%	5.7%	-23.2%	-47.4%[20 µM]	x
50	CC(C)(C)c1ccc(C(=O)N2CCC3(CC2)NCCc2[nH]cnc23)cc1	3.6%	10.1%	44.4%	0.6%	-1.2%	-3.5%	11.2%	-3.5%	-0.3%
51	Cc1ccc(C)c(C2=CSC3=NCCN23)c1	4.5%	-7.3%	-14.1%	-0.1%	-2.1%	-2.8%	17.9%	22.8%	-1.9%

High-throughput results deposited in PubChem BioAssay by Sanford-Burnham Center for Chemical Genomics.
